Cl transport mod: KCC2 cotransporter modulators, thallium flux, primary screen, cell-based, HEK293 KCC2, FluoZin-2 fluorescence, MLSMR | Solute carrier family 12 member 5 (Homo sapiens), Q9H2X9 | KCC2 cells, thallium flux FluoZin-2 fluorescence | B-score of Tl+ flux slope (higher = more flux/activation; lower = inhibition) at 10 µM | 190,000 compounds, 2.2% hits | AID 1456, 2008;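 active means thallium flux slope and its plate-corrected score both differing from the plate sample mean at a set confidence after two filtering rounds, in either direction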;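 further: slope of fluorescence scaled to starting intensity during 10 to 20 s after thallium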
TRPML3 agonist: human TRPML3 channel agonists, primary screen, cell-based, HEK293 TRPML3-YFP, Fluo-8 calcium fluorescence, 3 µM; activation, % at 3 µM; 100% = the carbachol control signal; 220,000 compounds, 0.29% hits; Mucolipin-3 (Homo sapiens), Q8TDD5;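 active means activation above its plate's cutoff, the mean activation of the plate's test wells plus 3 SD, cut at about 12% in these data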;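 further: 0% = DMSO only wells and 100% = carbachol wells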
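Material: HEK293 cells stably carrying human TRPML3-YFP; compound dosing: single dose, 3 µM final nominal compound, 0.3% DMSO final; incubation: 1-h 37 °C dye load, 5-s basal, 120-s post-compound reads; technique: Fluo-8 intracellular calcium fluorescence, excitation 470-495 nm, emission 515-575 nm; read-out basis: percent activation from peak-to-basal fluorescence ratio, scaled between DMSO and carbachol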
EBV gp42 inh: Epstein-Barr virus gp42 inhibitors, primary screen, biochemical, uHTS, fluorescence polarization; Glycoprotein 42 (Epstein-Barr virus (strain AG876)), Q1HVG2; Fluorescence polarization binding assay, mP read-out; inhibition, % (tested at 21.74 µM); 220,000 compounds, 0.42% hits; AID 1085, 2008; in the data active means inhibition above about 50%
Target sequence (Q1HVG2 whole entry, looked up): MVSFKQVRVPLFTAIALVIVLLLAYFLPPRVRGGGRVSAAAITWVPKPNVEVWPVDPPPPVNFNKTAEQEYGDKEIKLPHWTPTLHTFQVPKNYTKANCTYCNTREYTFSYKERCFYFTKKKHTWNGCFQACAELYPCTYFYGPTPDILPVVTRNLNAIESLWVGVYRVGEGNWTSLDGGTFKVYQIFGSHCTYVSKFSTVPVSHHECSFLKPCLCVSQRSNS
Furin inhibitor: human furin inhibitors, primary screen, biochemical, fluorescence intensity; 220,000 compounds, 0.061% hits; inhibition, % at 30 µM; purified furin, fluorogenic substrate cleavage; P09958; in the data active means inhibition above about 25%; further: inactives centre near -15
Target sequence (P09958 108-714 limits assumed): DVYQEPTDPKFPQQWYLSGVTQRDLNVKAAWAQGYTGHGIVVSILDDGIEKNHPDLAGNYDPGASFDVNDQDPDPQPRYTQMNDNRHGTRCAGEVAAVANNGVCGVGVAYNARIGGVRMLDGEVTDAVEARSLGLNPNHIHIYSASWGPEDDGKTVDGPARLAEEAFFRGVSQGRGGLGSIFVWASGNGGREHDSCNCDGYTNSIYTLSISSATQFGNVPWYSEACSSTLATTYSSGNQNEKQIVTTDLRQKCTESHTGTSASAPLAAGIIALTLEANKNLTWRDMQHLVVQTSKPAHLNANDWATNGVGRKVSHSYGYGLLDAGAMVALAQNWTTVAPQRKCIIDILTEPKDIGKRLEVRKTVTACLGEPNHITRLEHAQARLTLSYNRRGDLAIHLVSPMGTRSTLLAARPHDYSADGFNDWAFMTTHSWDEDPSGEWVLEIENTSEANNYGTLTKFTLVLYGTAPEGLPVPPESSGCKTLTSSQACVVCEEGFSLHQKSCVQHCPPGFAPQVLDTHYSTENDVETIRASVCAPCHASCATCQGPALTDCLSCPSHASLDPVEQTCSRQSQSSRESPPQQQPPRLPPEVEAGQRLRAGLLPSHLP
zfTRPN1 agonist: zebrafish TRPN1 channel agonists, primary screen, cell-based, HEK293, calcium fluorescence | transient receptor potential cation channel N1 (TRPN1/NompC), Danio rerio | HEK293 zebrafish TRPN1-YFP, Fluo-8 calcium fluorescence; 100% = response to 87 µM carbachol | activation, % at 3 µM | 220,000 compounds, 0.18% hits | AID 1424, 2008;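 active means activation above its plate's cutoff, the mean activation of test wells on that plate plus 3 SD, cut at about 19% in these data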;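 further: 0% = DMSO alone and 100% = 87 µM carbachol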
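Material: zebrafish TRPN1-YFP in HEK293 cells; Doses: single test compound dose, 3 µM nominal, 0.3% DMSO; Timing: dye loading 1 h at 37 °C, then 30 min room temperature; Technique: intracellular calcium fluorescence with Fluo-8; Benchmarks: high carbachol 87 µM, low DMSO alone.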
thrombin 1536: human alpha-thrombin inhibitors, primary screen, counter-screen for coagulation protease inhibitor project, biochemical, 1536-well, fluorogenic AMC substrate. Prothrombin (Homo sapiens), P00734. Boc-VPR-AMC fluorogenic substrate cleavage. 220,000 compounds, 0.26% hits. inhibition, % at 5 µM;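 active means inhibition at or above 40%; inactive means inhibition below 40%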;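 further: 0% = enzyme with no compound and 100% = wells without enzyme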
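Material: Human alpha-thrombin protein | Buffer or medium: pH 7.5 Tris-saline with Tween 20 | Reagent: Boc-VPR-AMC substrate, 15 µM final | Schedule: Reaction at ambient temperature | Detection: AMC fluorescence at 355 nm excitation and 460 nm emission | Evaluation: Percent inhibition scaled between no-compound controls and no-enzyme blanks | Controls: no-compound enzyme wells and no-enzyme blanks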
TbHK1 inh: Trypanosoma brucei hexokinase 1 inhibitors, primary screen, biochemical, G6PDH-coupled NADH absorbance, MLSCN library; hexokinase 1 [Trypanosoma brucei]; recombinant TbHK1, G6PDH-coupled NADH A340; inhibition, % at 10 µM; 220,000 compounds, 0.11% hits; AID 1430, 2008;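 active means inhibition of 50% or more in the single-dose primary screen; inactive means inhibition below 50%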
PPC-1+TRAIL kill: compounds killing PPC-1 cancer cells with TRAIL present, primary screen, TRAIL potentiator project, ATPLite luminescence, uHTS; 220,000 compounds, 0.41% hits; PPC-1 cells + TRAIL, ATPLite viability luminescence; cell killing (% activity), % at 4 µM;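 active means cell killing above 50% in the first pass at 4 µM, then a duplicate retest at 5 µM averaging 50% or more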;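 further: plate controls were cells with TRAIL plus DMSO for no effect and medium-only wells lacking cells for full effect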
Calpain2 inh: inhibitors of pig calpain II, primary screen, biochemical, fluorogenic peptide substrate, 1536-well. 220,000 compounds, 0.37% hits. purified calpain II, 30 min. inhibition, % at 16 µM;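 active means inhibition above about 50%, limit read from the data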
The depositor's hits bear a star; · = no result given; & = joins results of further samples; [ ] = dose if it differs, or a comment.

SMILES	Cl transport mod	TRPML3 agonist	EBV gp42 inh	Furin inhibitor	zfTRPN1 agonist	thrombin 1536	TbHK1 inh	PPC-1+TRAIL kill	Calpain2 inh
O=C(Nc1nc(-c2cccs2)c(-c2cccs2)s1)C1(c2ccccc2)CC1	0.44	0.6	-22	-20	-0.8	-6	-9	7	-60
Cc1ccc(SCc2cc(=O)n3[nH]c(C)nc3n2)cc1	-0.12	0.7	-9	-21[20 µM]	-0.4	-2	1	19	4
CCOc1ncccc1C(=O)N1CCN(S(=O)(=O)c2ccc3ccccc3c2)CC1	-0.36	0.0	-17	-26	-0.3	1	-12	9	-14
Cn1cccc1C(C#N)c1ncc(C(F)(F)F)cc1Cl (stereo not drawn)	0.64	0.6	-6	-5	0.8	-2	-3	-2	1
CC(C)c1ccc(-c2nc3ccccc3s2)cc1	0.14	0.0	-1	-20	0.3	-7	-6	91*[5 µM]	2
O=C(COC(=O)/C=C/c1ccc(Cl)cc1Cl)Nc1cc(C(F)(F)F)ccc1N1CCOCC1	·	0.8	-23	-21	-0.5	-1	-5	1	11
COc1ccc(NC(=O)c2cn(-c3ccccc3)nc2SC)cc1	-1.6	0.1	-8	-16	-1.7	-6	-3	9	-13
COc1cc(S(=O)(=O)NCC2OCCc3ccccc32)ccc1-n1cnnn1 (stereo not drawn)	·	1.6	-28	-9[20 µM]	-0.8	3	5	8	3
CC(=O)Nc1cccc(OC(=O)N2CCOCC2)c1	-0.1	0.2	-3	-21[20 µM]	-0.3	-5	-5	12	10
Cc1ccc2c(CC(=O)NCC3COc4ccccc4O3)coc2c1 (stereo not drawn)	-1.4	0.4	-11	-16	1.2	-4	-4	11	-5
CCNC(=S)NNC(=O)c1cccs1	-0.24	1.0	-18	-19[20 µM]	0.4	2	-5	16	-28
Cc1ccccc1NC(=O)c1sc(Cl)nc1-c1ccccc1	-0.83	-0.6	-21	-15[20 µM]	-0.9	-1	-3	-22	43

Overlap with the part before: 2 compounds, then new ones.
SMILES	Cl transport mod	TRPML3 agonist	EBV gp42 inh	Furin inhibitor	zfTRPN1 agonist	thrombin 1536	TbHK1 inh	PPC-1+TRAIL kill	Calpain2 inh
CCNC(=S)NNC(=O)c1cccs1	-0.24	1.0	-18	-19[20 µM]	0.4	2	-5	16	-28
Cc1ccccc1NC(=O)c1sc(Cl)nc1-c1ccccc1	-0.83	-0.6	-21	-15[20 µM]	-0.9	-1	-3	-22	43
Cc1nn(Cc2ccc([N+](=O)[O-])cc2)c(=O)n1-c1ccccc1	·	0.2	-3	3[20 µM]	0.7	3	3	12	-19
COc1ccc(N2C(=O)CC(S/C(N)=N/N=C/c3ccnc4ccccc34)C2=O)cc1 (stereo not drawn)	0.9	0.9	-10	-16	-0.1	-5	-26	-11	-104
CCn1c(CSc2nc3ccccc3s2)nnc1SCC(=O)NCC(=O)OC	-0.77	0.9	5	-23[20 µM]	0.2	-7	-1	6	-5
CCCc1nn(C)c(C(=O)Nc2cccc(Cl)c2)c1Cl	0.64	-0.3	-7	-12	-2.8	9	3	51*	14
COc1ccc(NC(=O)CSc2nccc(C)n2)cc1	-2.3	-0.1	-23	-27[20 µM]	2.0	-6	-1	10	-7
O=c1c(Cl)c(NCc2ccc(F)cc2Cl)cnn1C12CC3CC(CC(C3)C1)C2	-0.099	0.2	5	-11	0.6	27	-5	-18	38
N=c1c2cn[nH]c2nc(SCC(=O)c2ccc(Br)cc2)n1-c1ccc(Br)cc1	2.8	0.9	-22	-28	0.2	12	-6	9	-8
O=S(=O)(c1ccc(-c2csc(-c3cccnc3)n2)cc1)N1CCCCC1	-0.025	1.6	-13	-12[20 µM]	-0.2	1	5	-10	1
CC(=O)Nc1ccc(-c2csc(Nc3cccc(C)n3)n2)cc1	-1	1.2	2	-6	1.8	0	-7	3	-62
O=C1C(Cc2ccccc2O)NC(=S)N1c1ccccc1 (stereo not drawn)	0.88	0.9	-17	-4	0.8	-2	-9	-20	-12
CN(C(=O)COC(=O)COc1ccccc1F)C1CCS(=O)(=O)C1 (stereo not drawn)	·	-0.1	-13	-13	0.6	-1	6	2	-20
COc1ccc2c(c1OC)C[N+]1([O-])CCc3cc4c(cc3C1C2)OCO4 (stereo not drawn)	1.2	·	-16	0	·	-4	-5	19	6
CCCN1Cc2cccc(C(=O)NCc3ccccc3OC)c2C1=O	-0.074	-0.3	-6	-24[20 µM]	-0.5	0	2	0	-4
CCOC(=O)Nc1nc(-c2ccc(F)cc2F)cs1	-0.18	0.3	4	-14	-0.9	-2	-2	0	42
CCOC(=O)C1(Cc2cccc(OC)c2)CCCN(Cc2cc(C(C)C)n[nH]2)C1 (stereo not drawn)	0.61	-0.3	-7	-6	-0.4	0	-4	-4	1
COc1ccc(NCc2nn(CC(=O)c3ccc(Br)cc3)c3[n+]2CCCCC3)cc1	-0.18	0.6	1	-15	0.7	-10	5	-17	-55
Cc1n[nH]c(C)c1C(=O)CC1(O)C(=O)N(CCc2ccccc2)c2ccc(Br)cc21 (stereo not drawn)	·	0.7	-4	-12[20 µM]	0.6	3	-8	14	-33
COCC(C)OC(=O)/C(C#N)=C\c1coc2ccc(C)cc2c1=O (stereo not drawn)	-3	0.2	0	-11	0.2	1	7	16	-18
COC(=O)c1ccc(NC(=O)c2snnc2-c2ccccc2)cc1	0.53	0.2	-12	-24	-1.2	-1	-4	13	18
CCOc1ccc(Nc2cc(C)nc(-n3nc(C)cc3C)n2)cc1	·	0.2	1	-10	1.7	-6	2	7	20
CCOC(=O)c1[nH]c2c(c1C)C(=O)CC(c1ccc(F)cc1)C2 (stereo not drawn)	-1.8	0.0	-10	-8	0.9	2	-7	12	-20
COc1ccc(CN(C)CC(=O)Nc2ccccc2C(F)(F)F)c(OC)c1	0.47	0.5	-11	-21	0.1	-4	-3	14	2
CC(=O)N1CCN(C(=S)NC(=O)c2c(-c3ccccc3Cl)noc2C)CC1	1.3	0.0	-13	-30	0.2	-12	-4	-2	-19
CCSc1nnc(N(CCC#N)CCC#N)s1	1.2	-0.3	-9	-17	1.9	-4	0	-7	-4
O=C(CSc1nnc(COc2cccc3ccccc23)o1)N1CCN(C(=O)c2ccco2)CC1	-0.47	0.2	-1	-21[20 µM]	1.6	-6	-15	-7	13
CCc1nnc(NC(=O)c2cccc(S(=O)(=O)N(C)c3ccc(OC)cc3)c2)s1	-0.26	-0.2	-1	-21	1.6	3	-2	16	-10
C=CCNC(=S)N(Cc1ccccc1)Cc1ccc(F)cc1	-0.4	0.2	5	-6	-0.9	-7	0	15	26
CN(C)CCCN(Cc1cc2cc3c(cc2[nH]c1=O)OCO3)C(=S)Nc1ccccc1	·	0.6	-1	-21	0.9	-3	-14	-5	-38
CCCCn1c(N)c(N(CCC(C)C)C(=O)COC(=O)c2ccccc2)c(=O)[nH]c1=O	0.53	-0.2	1	-20	-0.2	-5	0	21	-22
Cc1cc(C)nc(-n2nc(C)c(Sc3ccc(F)cc3)c2N)n1	-0.31	-0.4	-9	2[20 µM]	-1.8	-3	-3	3	-22
Cc1cc(C)cc(N2C(=O)c3nccnc3C2=O)c1	0.072	0.1	-1	-4	4.9	-19	24	4	-1
Cc1ccc(OCCNC(=O)C2CC(=O)N(c3ccc(C)cc3)C2)cc1 (stereo not drawn)	-0.62	0.3	0	-8[20 µM]	-0.5	4	41	-30	6
COc1ccc(OCC(=O)NC2CC(C)(C)NC(C)(C)C2)cc1	2.4	0.9	-4	-14	0.6	-3	-5	16	-46
Cc1ccc(-c2c[n+](CC(=O)OCc3ccccc3)c3n2CCC3)cc1	-1.5	0.4	-6	4	2.2	0	3	22	-9
CC(C)CNC(=O)/C=C/C(=O)O	0.2&-0.43	0.6&0.5	-6&-5	-17&-8	0.0&1.1	-5&-2	-8&-7	6&6	-16&20
O=C(/C=C\c1ccco1)Nc1cc([N+](=O)[O-])ccc1F	0.19	0.3	-12	-22	0.8	-1	-5	-1	-7
OC1(C2(O)CC(c3ccccc3)ON2)CCCCC1 (stereo not drawn)	-0.98	0.1	-13	-16	0.4	1	1	-3	8
COc1ccc(-c2nnc(Nc3nc4c(OC)cccc4s3)o2)c(OC)c1	85*	0.3	-10	-18	0.0	-8	-8	13	-168
CC(C)(C)OC(=O)N1CCN(c2ccc(NC(=O)Cn3nnc(-c4ccccc4)n3)cc2)CC1	1.9	0.2	-19	-7[20 µM]	0.8	0	11	-1	11
O=C1Nc2c(c(=O)[nH]c(=O)n2-c2ccccc2F)C(C(F)(F)F)(C(F)(F)F)N1	-0.43	-0.1	-10	-16[20 µM]	0.7	-3	2	26	-22
N/C(=N\OC(=O)c1cc(Br)ccc1Cl)c1cccnc1	-0.78	0.7	-10	-22	1.2	-7	-3	13	1
CCc1cccc(C)c1NC(=O)COC(=O)CNS(=O)(=O)/C=C/c1ccccc1	-0.5	0.1	-4	-15	-0.4	-4	-1	26	32
Cc1ccc(S(=O)(=O)NC(=O)Nc2nccs2)cc1	1.2	-0.3	-8	-22	-0.5	-1	-5	-4	-3
COCCCNC(=O)CC(NS(=O)(=O)c1ccc(OC)cc1)c1ccc(OC)cc1 (stereo not drawn)	0.5	0.1	-4	-24	0.1	0	3	-6	14
O=C(NNC(=S)NC(=O)c1ccccc1[N+](=O)[O-])c1ccccc1[N+](=O)[O-]	-0.41	0.7	-7	-8[20 µM]	-0.4	-1	-8	34	-20
O=C(O)C1CCN(C(=O)c2ccccc2Cl)CC1	-0.1	1.3	-21	-26[20 µM]	-0.9	-2	-4	7	-6
Cc1ccc(N=Cc2cc(Cc3ccccc3Cl)cc([N+](=O)[O-])c2O)c(O)c1	-1.3	-1.0	-2	-13	0.5	6	12	7	-66
CN1C(=O)/C(=C\c2ccncc2)SC1=Nc1ccccc1	-1.2	-0.5	-15	-6	-2.0	-2	-19	17	5
CCOc1ncccc1C(=O)Nc1cccc(-c2nnc3n2CCCCC3)c1	-1.1	0.0	3	-28	0.1	2	-4	9	-24

Rewritten with two lines to a compound: part of the list above
Results follow in this order: Cl transport mod, TRPML3 agonist, EBV gp42 inh, Furin inhibitor, zfTRPN1 agonist, thrombin 1536, TbHK1 inh, PPC-1+TRAIL kill, Calpain2 inh
> COc1ccc(NC(=O)c2cn(-c3ccccc3)nc2SC)cc1
→ -1.6, 0.1, -8, -16, -1.7, -6, -3, 9, -13
> CCSc1nnc(N(CCC#N)CCC#N)s1
→ 1.2, -0.3, -9, -17, 1.9, -4, 0, -7, -4

Bioassay records (PubChem BioAssay)
